Source: PubChem (several laboratories)
Peg3 prom inh: reduces Peg3 promoter-driven luciferase expression in HeLa; inhibition, % at 20 µM; HeLa PEG-Prom luciferase reporter, luminescence, overnight; 360,000 tested, 1.7% active;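 active = inhibition of at least 50% at 20 µM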
HIF-2a inh: blocks HIF-2a reporter activity; 786-0 RCC cells HIF-2a reporter, luciferase luminescence, overnight; inhibition, % at 18.8 µM; 360,000 tested, 0.72% active; AID 624352;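 active = inhibition of the luminescence signal of 40% or more relative to plate controls, in a single-dose primary screen at 18.75 µM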
CF NFkB inh: blocks PAF-induced NF-kB reporter in cystic fibrosis cells; KKLEB NF-kB-GFP reporter, GFP fluorescence overnight; inhibition, % at 5 µM; 360,000 tested, 0.86% active;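 active = at least 50% inhibition at 5 µM, scaled per plate between neutral and stimulator controls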;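 also: PAF is a Pseudomonas aeruginosa culture filtrate used as stimulus; plate controls were PAF-stimulated DMSO wells for no effect and unstimulated DMSO wells for full effect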
TWEAK-Fn14 inh: inhibitors of TWEAK-Fn14 interaction signaling. inhibition, % at 10 µM. TWEAK-stimulated Fn14 reporter cells, luciferase luminescence, 8 h. 360,000 tested, 2% active; in the data active = inhibition above about 50%
Shn3 inh set2: reduces Shn3 3'UTR luciferase signal in osteoblasts; 360,000 tested, 0.52% active; Clone20 osteoblast Shn3 3'UTR firefly luciferase, 24 h; inhibition, % at 12.5 µM; AID 588674;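 active = mean inhibition of at least 75% with every replicate also reaching 75%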;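 also: 0% = median of neutral control wells and 100% = pilot-screen positive control compound; some compounds past the cut are filed as inactive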
TROY NFkB inh: inhibitors of TROY-dependent NF-kB signaling; inhibition, % at 10 µM; Q293 LMP1-TROYcd NF-kB luciferase reporter, 4 h; AID 1347056; 360,000 tested, 0.98% active;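 active = compounds whose plate-normalised and pattern-corrected inhibition of the luciferase reporter signal at the single screening dose is 50% or more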
NR2E3 ag-1: activates human NR2E3 receptor; CHO-S Gal4-NCOR/VP16-NR2E3 two-hybrid, luciferase; Q9Y5X4; 360,000 tested, 0.35% active; inhibition of corepressor binding, % at 3.98 µM; AID 602229;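 active = inhibition above the mean of all tested compounds plus 3 SD, cut at about 70% in these data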;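 also: 0% = DMSO with NR2E3 transfected cells and 100% = cells lacking NR2E3 construct; higher means lower luciferase signal from less NR2E3 corepressor binding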
Target sequence (Q9Y5X4 whole entry, looked up, the tested form may be a part): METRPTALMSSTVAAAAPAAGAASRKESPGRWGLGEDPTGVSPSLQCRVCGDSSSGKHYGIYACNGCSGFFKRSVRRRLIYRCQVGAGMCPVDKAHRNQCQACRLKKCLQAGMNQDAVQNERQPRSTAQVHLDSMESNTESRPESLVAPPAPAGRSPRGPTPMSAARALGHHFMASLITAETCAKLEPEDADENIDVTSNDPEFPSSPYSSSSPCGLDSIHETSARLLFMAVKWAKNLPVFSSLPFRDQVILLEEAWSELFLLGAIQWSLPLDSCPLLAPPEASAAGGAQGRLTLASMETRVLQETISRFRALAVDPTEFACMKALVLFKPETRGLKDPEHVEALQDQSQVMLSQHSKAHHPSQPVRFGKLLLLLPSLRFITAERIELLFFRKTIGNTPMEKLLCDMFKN
NR2E3 ag-2: activates human photoreceptor nuclear receptor NR2E3. Q9Y5X4. AID 2300. 320,000 tested, 0.12% active. GST-NR2E3/biotin-RetCOR TR-FRET, 1536-well. inhibition of corepressor binding, % at 4.78 µM;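 active = percent inhibition above the cutoff of mean plus 3 SD of all tested compounds, set per screening campaign, cut at about 20% in these data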;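 also: 0% = DMSO wells and 100% = biotin wells as full block of FRET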
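System: GST-tagged NR2E3 plus biotinylated RetCOR corepressor; Buffer or medium: pH 7.5 Tris-based buffer; Probe or stimulus: RetCOR corepressor, biotinylated, 7 nM; Doses: compound at 4.8 µM, single dose; Schedule: 5 h incubation at 4 °C; Technique: time-resolved FRET; Evaluation: percent inhibition of TR-FRET ratio; Replication: one well per compound, singlicate testing.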
TRAIL sens C8: caspase-8 TRAIL sensitization; 360,000 tested, 1% active; NB7+C8 cells + TRAIL, ATPlite viability luminescence; inhibition (viability loss, TRAIL sensitization), % at 10 µM;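 active = compounds causing at least 50% loss of cell viability in the single-dose screen, relative to plate controls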
KKLEB cytotox: counter-screen for CF NF-kB inhibitors: cytotoxicity; KKLEB CF airway cells viability, ATPlite luminescence, overnight; active compounds read low; cells stimulated with P. aeruginosa culture filtrate; activity change (cytotoxicity), % at 5 µM; 360,000 tested, 0.36% active;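 active = corrected activity change at or below -50% at 5 µM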
TRPM1 prom inh: reduces MITF-dependent TRPM1 promoter luciferase signal. 330,000 tested, 0.83% active. SK-MEL-5 TRPM1 promoter luciferase, 24 h. inhibition, % at 12.5 µM. AID 488899;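 active = mean inhibition across replicates of 60% or more, whatever share of single replicates reaches that level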; also: values of inactives mirror those of a sister screen read the other way
An asterisk follows results filed as active; · = not tested or not shown; & = joins results of further samples.

The first 4 entries (preview)
#	smiles	NR2E3 ag-2	CF NFkB inh	NR2E3 ag-1	Shn3 inh set2	TRAIL sens C8	Peg3 prom inh	TRPM1 prom inh	HIF-2a inh	TROY NFkB inh	KKLEB cytotox	TWEAK-Fn14 inh
1	O=C(NN=C1CCCC1)c1sc2ccccc2c1Cl	-1	-4	-16	-53	1	7	-1	-2	-27	11	-16
2	Cc1ccc(CN2C(=O)c3ccccc3C2c2nnnn2-c2ccc3c(c2)OCCO3)cc1 (stereo not given)	·	·	-16	·	7	·	·	2	-6	·	15
3	Cc1csc(NC(=O)CSC2=NCCS2)n1	-1	1	-23	-7	3	-26	-1	-50	-5	-1	-2
4	O=[N+]([O-])c1cccn2cc(-c3ccc(Br)cc3)nc12	5	-56	-64	-72	16	-228	-38	-307	-65	6	7

The list itself, from the start:
#	smiles	NR2E3 ag-2	CF NFkB inh	NR2E3 ag-1	Shn3 inh set2	TRAIL sens C8	Peg3 prom inh	TRPM1 prom inh	HIF-2a inh	TROY NFkB inh	KKLEB cytotox	TWEAK-Fn14 inh
1	O=C(NN=C1CCCC1)c1sc2ccccc2c1Cl	-1	-4	-16	-53	1	7	-1	-2	-27	11	-16
2	Cc1ccc(CN2C(=O)c3ccccc3C2c2nnnn2-c2ccc3c(c2)OCCO3)cc1 (stereo not given)	·	·	-16	·	7	·	·	2	-6	·	15
3	Cc1csc(NC(=O)CSC2=NCCS2)n1	-1	1	-23	-7	3	-26	-1	-50	-5	-1	-2
4	O=[N+]([O-])c1cccn2cc(-c3ccc(Br)cc3)nc12	5	-56	-64	-72	16	-228	-38	-307	-65	6	7
5	COc1ccc(CNC(=O)CN(c2ccccc2OC)S(=O)(=O)c2cccs2)cc1	·	-16	9	5	6	14	-7	7	-8	14	0
6	Cc1ccc([N+](=O)[O-])cc1NC(=O)CCCOc1ccccc1	0	-2	-8	-22	-6	11	3	18	1	4	-9
7	Cc1cccc(S(=O)(=O)NC(Cc2c[nH]c3ccccc23)C(=O)O)c1 (stereo not given)	-3	-2	-1	-74	-4	4	4	12	-11	3	21
8	Cc1cc(C)n2nc(C(=O)OCC(=O)NCc3ccc(F)cc3)nc2n1	·	0	0	0	-2	16	-5	1	5	-6	-8
9	O=C(O)c1ncc(Cl)c(Cl)c1Cl	8&-2	-4&-17	-3&-7	18&7	4&-6	14&9	4&15	11&11	0&-10	-2&0	-6&-17
10	Cc1occc1-c1nnc(SCC(=O)c2c(N)n(C3CC3)c(=O)[nH]c2=O)n1C	-2	-11	-28	-11	-2	11	-2	3	-28	6	-2
11	Cc1ccc(NC(=O)c2cnccn2)cc1S(=O)(=O)N1CCCCCC1	·	13	-28	-3	3	7	-6	15	6	-11	20
12	COC(=O)c1cc2c(ccn2-c2ccc(F)cc2)n1Cc1cccc(OC)c1	1	18	-25	22	3	-13	-12	-2	-9	-18	-19

The final 3 records of the section above open the next one.
#	smiles	NR2E3 ag-2	CF NFkB inh	NR2E3 ag-1	Shn3 inh set2	TRAIL sens C8	Peg3 prom inh	TRPM1 prom inh	HIF-2a inh	TROY NFkB inh	KKLEB cytotox	TWEAK-Fn14 inh
10	Cc1occc1-c1nnc(SCC(=O)c2c(N)n(C3CC3)c(=O)[nH]c2=O)n1C	-2	-11	-28	-11	-2	11	-2	3	-28	6	-2
11	Cc1ccc(NC(=O)c2cnccn2)cc1S(=O)(=O)N1CCCCCC1	·	13	-28	-3	3	7	-6	15	6	-11	20
12	COC(=O)c1cc2c(ccn2-c2ccc(F)cc2)n1Cc1cccc(OC)c1	1	18	-25	22	3	-13	-12	-2	-9	-18	-19
13	O=c1[nH]c(CSc2nnc(-c3ccncc3)n2Cc2ccco2)nc2ccccc12	0	13	1	-1	-4	20	8	19	-7	-9	9
14	COc1ccccc1C(CNC(=O)C(C)(C)Oc1ccc(Cl)cc1)N1CCCC1 (stereo not given)	3	4	7	27	-5	12	-12	15	-11	4	-1
15	CC(C)OC(=O)/C(=C/c1ccc2c(c1)c1ccccc1n2C)NC(=O)c1ccccc1	-1	-9	-50	-54	6	-12	-24	-98	-68	6	-9
16	CSc1ccc(C(=O)C2CCCN(Cc3ccc(N4CCNC4=O)cc3)C2)cc1 (stereo not given)	-1	6	-14	2	-9	2	0	4	-2	-22	-19
17	O=S(=O)(Nc1ccc(S(=O)(=O)Nc2cccc3ccccc23)cc1)c1ccccc1	-3	-4	9	11	-1	28	-6	15	35	2	9
18	COc1ccccc1CNC(=O)CSc1ccc(C(=O)Nc2ccccc2OC)cc1[N+](=O)[O-]	-1	3	4	25	-10	6	9	19	0	-13	-1
19	CC(C)(C)N(Cc1ccccc1)C(=O)COC(=O)CSc1ccc([N+](=O)[O-])cc1	-2	-7	-6	-15	-5	5	7	9	-11	7	16
20	CCCc1nc(SCC(=O)NC2CC2)c2c(C)c(C)sc2n1	3	11	-7	15	22	17	15	4	3	-1	0
21	O=C(CSc1nnc(CNc2ccc(F)cc2)o1)c1ccccc1	-1	-10	9	-4	-5	10	-4	12	-19	10	3
22	Cc1nc([N+](=O)[O-])cn1CCCCN1C(=O)c2ccccc2C1=O	-2	1	11	-11	9	17	2	17	-20	-2	-7
23	CC(=O)NC(CC(=O)OC(C)C(=O)Nc1ncc(Cl)cc1Cl)c1ccccc1 (stereo not given)	0	-2	-9	-8	8	3	2	14	0	0	-2
24	COc1cccc(/C=N/NC(=O)CCc2n[nH]c(=O)[nH]c2=O)c1O	-2	-4	13	-22	-2	11	-5	10	-6	4	-9

Following part.
#	smiles	NR2E3 ag-2	CF NFkB inh	NR2E3 ag-1	Shn3 inh set2	TRAIL sens C8	Peg3 prom inh	TRPM1 prom inh	HIF-2a inh	TROY NFkB inh	KKLEB cytotox	TWEAK-Fn14 inh
25	COc1ccc(CCNC(=O)c2cc(=O)c3cc(C)ccc3o2)cc1	2	-2	-4	6	9	18	14	-3	15	-6	0
26	O=C(CCCOC(=O)c1cccnc1Cl)c1ccc(Br)cc1	·	4	23	-11	-18	-29	-6	-17	-10	12	-17
27	Brc1cccc(CNCCCN2CCOCC2)c1	4	-4	-19	-4	-3	18	-20	14	10	0	2
28	Cc1oc(C)c(C(=O)O)c1COc1ccc(C(=O)O)cc1	0	-12	-24	-2	9	1	9	11	9	7	-1
29	O=C(O)c1ccc(S(=O)(=O)c2ccc3c(c2)C(=O)N(NC(=O)c2ccccc2)C3=O)cc1	5	9	-79	-7	-8	-5	-4	7	-22	3	11
30	CCOCCCn1c(=S)[nH]c2cc(C(=O)NCCCN(CC)CC)ccc2c1=O	-7	-10	-26	10	-7	4	6	18	-3	10	-3
31	NC(=O)C1CCN(C2CC(=O)N(Cc3cccs3)C2=O)CC1 (stereo not given)	1	6	5	-21	-5	-4	-3	-8	2	6	10
32	COc1cc(/C=N/NC(=O)Cc2cccs2)c([N+](=O)[O-])cc1OC	3	-23	-9	4	-3	15	8	12	6	-2	9
33	CCn1c(=O)c(C(=O)NCc2ccc3c(c2)OCO3)c(O)c2ccccc21	1	6	1	-7	-8	18	3	28	2	-8	-10
34	Cn1c(=O)n(CC(=O)N2CCN(c3nnc(-c4ccccc4)c4ccccc34)CC2)c2ccccc21	-4	11	2	22	-18	26	8	23	8	-6	-20
35	Cc1ccc2nc(N(CCCN(C)C)C(=O)c3ccco3)sc2c1	1	-17	-50	-5	-7	-141	-33	-145	-21	2	-28
36	CCOC(=O)c1c(C)[nH]c(C(=O)OC(C)C(=O)Nc2ccc(C)cc2)c1C (stereo not given)	·	-23	-16	-15	7	21	·	4	-4	13	-21

Going on with the list:
#	smiles	NR2E3 ag-2	CF NFkB inh	NR2E3 ag-1	Shn3 inh set2	TRAIL sens C8	Peg3 prom inh	TRPM1 prom inh	HIF-2a inh	TROY NFkB inh	KKLEB cytotox	TWEAK-Fn14 inh
37	Cc1ccc(CS(=O)(=O)Cc2ccc(C(=O)NCc3ccccn3)o2)cc1	-4	1	-10	-4	-14	-8	12	-10	-12	4	-10
38	CCCCn1c(N)c(N(CCC(C)C)C(=O)c2ccc(N3CCCC3=O)cc2)c(=O)[nH]c1=O	-2	-3	21	19	6	1	7	-9	11	1	8
39	COc1ccccc1CNc1cc(CSc2ccc(Cl)cc2)nc(C)n1	5	6	-14	12	11	31	-13	27	10	-2	19
40	CCOC(=O)c1cc(/C(C)=N/OC(=O)c2ccc(C(C)(C)C)cc2)on1	-1	-12	5	1	-10	0	2	15	-18	-2	-4
41	CC(C)Oc1nc(-c2ccc(Cl)cc2)nc2ccccc12	0	-7	-25	-15	14	0	8	-22	12	6	-4
42	COCC(C)NC(=O)COCc1cc(-c2ccc3c(c2)OCO3)on1 (stereo not given)	-3	-16	2	0	0	2	-2	-7	-2	4	-13
43	O=C(Nc1cccc(Cl)c1)Nc1c[nH]c(=O)[nH]c1=O	3	-7	-25	8	1	7	-2	6	-5	3	10
44	Cc1ccc(NC(=O)C[n+]2ccccc2)cc1C	-1	-11	-6	5	-9	5	0	11	1	1	-1
45	O=C(c1cc(-c2ccc(Cl)c(Cl)c2)on1)N1CCCCC1	5	-13	-130	-40	0	-315	-95	-324	-38	4	-48
46	COc1cccc(N(CC(=O)NC2CCCC2)C(=O)CCC(=O)Nc2cc(C)on2)c1	1	-11	-13	0	9	5	-5	10	-11	1	-5
47	NS(=O)(=O)c1cccc(NC(=O)c2ccccc2NS(=O)(=O)c2ccc(F)cc2)c1	6	21	-34	-18	15	15	-3	16	-1	-1	-11
48	Cc1ccc(C)c(NC(=O)CN2C(=O)C3CC=CCC3C2=O)c1 (stereo not given)	·	-2	-5	-4	-11	-11	·	9	-1	5	7

The list continues.
#	smiles	NR2E3 ag-2	CF NFkB inh	NR2E3 ag-1	Shn3 inh set2	TRAIL sens C8	Peg3 prom inh	TRPM1 prom inh	HIF-2a inh	TROY NFkB inh	KKLEB cytotox	TWEAK-Fn14 inh
49	Cc1ccc(-c2csc(NCCc3nc4cc(Cl)c(Cl)cc4n3CCCO)n2)cc1	0	-12	-8	-10	-7	-91	-12	-69	3	3	11
50	Cc1ccc(S(=O)(=O)N2CCCCC2)cc1NC(=O)CSc1nnc(C2CC2)n1N	·	-21	-4	4	8	11	-1	10	-4	29	18
51	O=C(CSc1n[nH]c(-c2ccccc2)n1)c1ccccc1	1	22	-47	-26	5	-90	-8	-144	-54	-15	-23
52	COC(=O)n1c(SC)nc2ccccc21	0	-14	-1	-21	-13	6	2	-3	-8	-9	13
53	CN1/C(=C\C=N\O)C(C)(C)c2ccccc21	1	-2	12	-4	-1	6	-10	9	0	18	-4
54	O=C(c1[nH]ncc1-c1ccc(Cl)cc1)C1CO1 (stereo not given)	-2	-20	-1	15	18	52*	·	8	8	-8	66*
55	O=C(O)CCCNc1cc(N2CCN(C(=O)c3ccco3)CC2)c2noc3c2c1C(=O)c1ccccc1-3	-27	1	-2	26	2	32	-2	12	-5	-8	-7

A portion of the library (hit frequency here may not be typical).
